Source: PubChem (several laboratories)
HT1080 viability = cytotoxicity in HT1080 fibrosarcoma cells, cell-based, fluorescence readout (AID 620). HT1080 viability, fluorescence; higher % means a stronger effect. cytotoxicity, % at 10 µM, or EC50 in µM where a hit was titrated. 87,000 compounds, 0.42% hits;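 further: cells exposed to compound overnight then 4 h with Alamar Blue; 0% = vehicle DMSO and 100% = killing control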
Alkaline phosphatase = inhibition of tissue-nonspecific alkaline phosphatase – biochemical, luminescent (AID 518). purified TNAP enzyme, luminescent substrate readout; higher % means a stronger effect. inhibition, % at 20 µM; hits with a dose series show IC50 in µM. 64,000 compounds, 0.09% hits; in the data active means a potency from the dose series; inactive means the rest, 99 in 100 with inhibition below about 22%;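 further: plate controls were vehicle for no effect and reference inhibitor for full effect; many of its hits are not listed in these tables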
Bfl-1 inhibitors = displacement of Bid BH3 peptide from Bfl-1 – biochemical, fluorescence polarization, FITC-Bid, mouse, primary screen (AID 432); FITC-Bid BH3 peptide fluorescence polarization displacement; higher % means a stronger effect; displacement, % at 20 µM, or IC50 in µM where a hit was titrated; 64,000 compounds, 0.02% hits; in the data active means a potency from the dose series; inactive means the rest, 99 in 100 with displacement below about 15%; further: strong numbers were not always called active
KRASV12 cytotoxicity = cytotoxicity in KRAS-transformed pancreatic duct cells, primary screen, cell-based, fluorescence, HTS (AID 431); HPDE-C7K KRASV12 cells, Alamar Blue viability, 48 h; higher % means a stronger effect; one-dose cytotoxicity, % at 10 µM; EC50 in µM for titrated hits; 63,000 compounds, 1.7% hits;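 active means compounds whose percent cytotoxicity in the single-dose primary screen, scaled between solvent and toxic-drug controls, exceeds 50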;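 further: 0% = DMSO solvent wells and 100% = doxorubicin-treated wells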
PMK inhibit = blocks S. pneumoniae phosphomevalonate kinase; purified PMK, PK/LDH-coupled NADH absorbance 340 nm; inhibition, % at 10 µM; 65,000 compounds, 0.49% hits; AID 539;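 active means top-ranked compounds by inhibition in the single 10 µM screen, taking a fixed number of the strongest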;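 further: 0% = full reaction with DMSO carrier and 100% = background rate without enzyme reaction; no value below 0 was filed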
LYP inhibition = LYP phosphatase inhibitors, primary screen, biochemical, DiFMUP fluorescence, recombinant catalytic domain, 10 µM (AID 606) | recombinant LYP catalytic domain, DiFMUP fluorescence; higher % means a stronger effect | inhibition, % at 10 µM, or IC50 in µM where a hit was titrated | 52,000 tested, under 10 active;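 active means IC50 under 40 µM in the dose-response test; inactive means IC50 of 40 µM or more, or never dose-tested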
DPM-DC inhibit = S. pneumoniae DPM-DC inhibition; purified DPM-DC, PK/LDH coupled NADH fluorescence; calls only at 10 µM; 65,000 compounds, 0.49% hits;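 active means the 320 compounds with the highest percent inhibition in the single-dose primary screen, excluding strongly autofluorescent ones, cut at about 32% in these data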;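 further: kinetic rate of NADH fluorescence loss reporting ADP formed by the decarboxylase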
HPDE-C7 viability = HPDE-C7 pancreatic duct cell viability loss – fluorescence, HTS (AID 430). cytotoxicity, % at 10 µM, or EC50 in µM where a hit was titrated. HPDE-C7 pancreatic duct cells viability, fluorescence; higher % means a stronger effect. 63,000 compounds, 1.8% hits;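 further: cells exposed to compound for 48 hours before viability readout; 0% = vehicle and 100% = reference cytotoxic drug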
MK inhibit = inhibitors of Streptococcus pneumoniae mevalonate kinase. AID 555. purified MK, PK/LDH-coupled NADH absorbance 340 nm. 65,000 compounds, 0.48% hits. inhibition, % at 10 µM;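 active means ranked among the strongest by inhibition in the single 10 µM screen, a fixed top-ranked set picked for dose follow-up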; further: no value below 0 was filed
PMK inhibit pilot replicates = recorded beside PMK inhibit, whose call it bears; inhibition, %; measured here: pilot screen replicates
MK inhibit pilot replicates = second read-out of MK inhibit, no call of its own (marks repeat the call); inhibition, %; measured here: pilot screen replicates
DPM-DC inhibit pilot screen % = also measured in DPM-DC inhibit; calls as there; inhibition, %; measured here: pilot screen trials
* marks the source's active call; other numbers are inactive results; i = inactive; x = no result given. Unless noted, no stated cut-off is given here; in the data, active means cytotoxicity above about 50%; inactive means the rest.

SMILES	HT1080 viability	Alkaline phosphatase	Bfl-1 inhibitors	KRASV12 cytotoxicity	PMK inhibit	LYP inhibition	DPM-DC inhibit	HPDE-C7 viability	MK inhibit	others
c1ccc2sc(SCc3ccc(-c4nnco4)cc3)nc2c1	x	12%	-4%	14%	30*	x	i	13%	5
O=C(CCN1c2ccccc2Sc2ccccc21)OCC(=O)N1CCN(C(=O)c2ccco2)CC1	18%	8%	1%	-4%	0	7%	i	-4%	1
Cc1ccc(P(=Nc2ccccc2)(N2CCOCC2)N2CCOCC2)o1	8%	10%	-10%	-5%	15	7%	i	-6%	10
COC(=O)c1oc2ccc(Br)cc2c1-n1cccc1	-1%	14%	-5%	1%	6	x	i	1%	5
Cc1cc(C)n(-c2nc3c(c(=O)n(Cc4ccc(Cl)c(Cl)c4)c(=O)n3C)n2C)n1	15%	7%	-19%	-1%	6	x	i	3%	0	PMK inhibit pilot replicates=2.5;MK inhibit pilot replicates=0.0;DPM-DC inhibit pilot screen %=0.5
COCCCC/C(=N\OCCN)c1ccc(C(F)(F)F)cc1	9%	15%	2%	35%	5	3%	i	18%	10	PMK inhibit pilot replicates=0.0;MK inhibit pilot replicates=0.0;DPM-DC inhibit pilot screen %=1.0
Cc1cc(C)n2cc(CSc3nc4cc(Cl)ccc4o3)nc2n1	1%	7%	1%	2%	4	x	i	-2%	0
Cc1ccc(S(=O)(=O)NCC(=O)OC2CCOC2=O)cc1 (stereo not drawn)	9%	5%	6%	-8%	0	5%	i	-6%	1
Cc1n[nH]c(=O)nc1N1CCN(c2ccccc2)CC1	2%	4%	-6%	-7%	0	5%	i	1%	9
c1ccc2[nH]c(NCCCN3CCOCC3)nc2c1	-19%	12%	4%	-11%	0	0%	i	-14%	10
CCOC(=O)Cn1c(=O)oc2cc(S(=O)(=O)Nc3ccc(F)cc3)ccc21	-6%	-6%	-7%	4%	4	8%	i	1%	0
COc1ccc(OC)c2[nH]c(=O)c(CCNC(=O)c3ccc(S(=O)(=O)N4CCCC4)cc3)cc12	8%	16%	-3%	14%	14	13%	i	13%	1
O=C(NCCc1ccccc1F)C1CCCN1S(=O)(=O)c1ccccc1 (stereo not drawn)	-7%	9%	-5%	-8%	0	14%	i	-14%	10
CCc1nnc(NC(=O)CSc2nnc(-c3ccc(OC)cc3)n2C)s1	-8%	6%	-1%	-7%	8	8%	i	-8%	3	PMK inhibit pilot replicates=1.5;MK inhibit pilot replicates=0.0;DPM-DC inhibit pilot screen %=0.0
CC1Oc2ccccc2N(CC(=O)N2CCCc3ccccc32)C1=O (stereo not drawn)	-13%	5%	0%	-7%	17	-6%	i	0%	0
CCCNC(=O)c1cccc(COCC(F)(F)C(F)F)c1	-6%	8%	4%	-11%	4	-8%	i	3%	4
c1ccc(COc2cccc(CN3CCN(c4ccccn4)CC3)c2)cc1	-1%	5%	4%	6%	2	2%	i	-3%	2
CNC(=O)CSc1nnc(COc2ccc(Cl)cc2)n1CCOC	7%	5%	-5%	8%	16	x	i	4%	0
Cc1cccn2c(=O)c3cc(C(=O)Nc4ccc(N(C)C)cc4)n(C)c3nc12	2%	10%	2%	-2%	7	x	i	3%	5
COc1ccccc1-c1nnc(SCc2ccccn2)n1C	0%	17%	1%	2%	17	-1%	i	1%	0	PMK inhibit pilot replicates=0.0;MK inhibit pilot replicates=1.0;DPM-DC inhibit pilot screen %=0.0

Retrieved by compound from the entries so far, 4 records:
SMILES	HT1080 viability	Alkaline phosphatase	Bfl-1 inhibitors	KRASV12 cytotoxicity	PMK inhibit	LYP inhibition	DPM-DC inhibit	HPDE-C7 viability	MK inhibit	others
O=C(CCN1c2ccccc2Sc2ccccc21)OCC(=O)N1CCN(C(=O)c2ccco2)CC1	18%	8%	1%	-4%	0	7%	i	-4%	1
CCOC(=O)Cn1c(=O)oc2cc(S(=O)(=O)Nc3ccc(F)cc3)ccc21	-6%	-6%	-7%	4%	4	8%	i	1%	0
Cc1cccn2c(=O)c3cc(C(=O)Nc4ccc(N(C)C)cc4)n(C)c3nc12	2%	10%	2%	-2%	7	x	i	3%	5
COC(=O)c1oc2ccc(Br)cc2c1-n1cccc1	-1%	14%	-5%	1%	6	x	i	1%	5

The main list resumes, repeating the four entries before the break.
SMILES	HT1080 viability	Alkaline phosphatase	Bfl-1 inhibitors	KRASV12 cytotoxicity	PMK inhibit	LYP inhibition	DPM-DC inhibit	HPDE-C7 viability	MK inhibit	others
c1ccc(COc2cccc(CN3CCN(c4ccccn4)CC3)c2)cc1	-1%	5%	4%	6%	2	2%	i	-3%	2
CNC(=O)CSc1nnc(COc2ccc(Cl)cc2)n1CCOC	7%	5%	-5%	8%	16	x	i	4%	0
Cc1cccn2c(=O)c3cc(C(=O)Nc4ccc(N(C)C)cc4)n(C)c3nc12	2%	10%	2%	-2%	7	x	i	3%	5
COc1ccccc1-c1nnc(SCc2ccccn2)n1C	0%	17%	1%	2%	17	-1%	i	1%	0	PMK inhibit pilot replicates=0.0;MK inhibit pilot replicates=1.0;DPM-DC inhibit pilot screen %=0.0
CCOC(=O)c1c(C)[nH]c2cc(Br)c(O)cc12	13%	8%	-3%	36%	0	12%	i	28%	9
Cc1ccc(-n2c(Cc3cccn3C)nnc2SCC(=O)Nc2ccc3c(c2)OCO3)cc1	0%	2%	-2%	19%	9	x	i	25%	1
CCOc1ccc2[nH]c(=O)c(CN(Cc3ccco3)C(=O)c3cccc(F)c3)cc2c1	-13%	6%	-7%	82%*	20	x	i	78%*	12
CC(=O)NCCOc1nc(N(C)C)nc(N2CCOCC2)n1	-4%	2%	6%	-5%	0	-3%	i	-2%	1
COc1ccc(C(=O)/C=C/Nc2cc(C)on2)c(OC)c1	4%	4%	-3%	7%	14	5%	i	5%	13
COCCn1c(SCc2c(F)cccc2Cl)nc2c1c(=O)[nH]c(=O)n2C	2%	8%	2%	3%	0	-9%	i	-4%	4
O=C(Cn1nnc2c(cnn2-c2ccccc2)c1=O)N1CCN(c2ccccc2F)CC1	-1%	4%	0%	-23%	15	x	i	-22%	7
CCCCNC(=O)CC1N=C2c3ccccc3N=C(SCC(=O)Nc3ccc(OC)cc3)N2C1=O (stereo not drawn)	0%	5%	-9%	2%	15	5%	i	-10%	5
Oc1ccc(Nc2nc(N3CCCC3)c3ccccc3n2)cc1	26µM*	4%	-6%	94%*	5	x	i	73%*	13
CC(C)OCC(O)CN (stereo not drawn)	0%	0%	2%	-11%	14	x	i	-11%	5
O=C(CCS(=O)(=O)c1ccc(Cl)cc1)Oc1ccc2c(c1)OCO2	-3%	9%	-6%	21%	13	5%	i	9%	5
Cc1cc(C)n(-c2ccc(Cl)c(C(=O)OCC(=O)N3CCCCC3C)n2)n1 (stereo not drawn)	-5%	9%	-1%	5%	10	-9%	i	7%	0
CC(C)OC(=O)CSc1nnc(CNc2nc(-c3ccccc3)cs2)n1C	-4%	7%	4%	-3%	9	-3%	i	-3%	x
CN(C)S(=O)(=O)c1ccc(C(=O)Nc2ccc(F)cc2F)cc1	6%	12%	-4%	3%	0	9%	i	-5%	0
O=c1cc(N2CCc3ccccc32)[nH]c(=O)n1-c1ccccc1	5%	x	x	x	0	8%	i	x	6
N#C/C(C(=O)N1CCOCC1)=C1/SC=C(c2ccccc2)N1c1ccccc1	4%	14%	2%	-5%	11	-1%	i	-5%	0	PMK inhibit pilot replicates=1.0;MK inhibit pilot replicates=0.0;DPM-DC inhibit pilot screen %=1.0
O=C(CSc1nnnn1-c1ccc2c(c1)OCO2)NCc1cccs1	0%	9%	-5%	-16%	9	x	i	-19%	1	PMK inhibit pilot replicates=1.5;MK inhibit pilot replicates=0.0;DPM-DC inhibit pilot screen %=0.5
C=CCSc1nc(N)c2c(C)c(C)sc2n1	2%	6%	-6%	6%	13	-1%	i	6%	5	PMK inhibit pilot replicates=1.5;MK inhibit pilot replicates=1.0;DPM-DC inhibit pilot screen %=0.0
Cc1nn(C)c(C)c1CNC(=O)c1nn2c(c1Cl)NC(c1cccs1)CC2C(F)(F)F (stereo not drawn)	4%	15%	7%	11%	12	-1%	i	0%	10
CCCCC(=O)NC1(C(F)(F)F)C(=O)N(Cc2ccco2)C(C)=C1C(=O)OC (stereo not drawn)	-1%	-6%	-4%	-19%	4	16%	i	-8%	3
CCCS(=O)(=O)C(=C1Nc2ccccc2N1)S(=O)(=O)CCC	10%	7%	-2%	-2%	4	5%	i	-4%	5	PMK inhibit pilot replicates=2.0;MK inhibit pilot replicates=0.0;DPM-DC inhibit pilot screen %=0.0
CCCCCCC1/C(=N/O)CCC1C(=O)OC (stereo not drawn)	-5%	18%	-5%	12%	0	8%	i	2%	6	PMK inhibit pilot replicates=7.0;MK inhibit pilot replicates=0.0;DPM-DC inhibit pilot screen %=2.0
N#Cc1cc2c(nc1SCC(O)CS(=O)(=O)Cc1ccccc1)CCCC2 (stereo not drawn)	-5%	3%	-9%	-6%	9	11%	i	-7%	12
COc1ccccc1-n1c(N)c(C(N)=O)sc1=S	-8%	9%	-4%	-20%	0	-1%	i	-15%	1
COc1ccc(OC)c(NC(=O)CC(NCCC2=CCCCC2)C(=O)O)c1 (stereo not drawn)	-1%	2%	-9%	-17%	1	6%	i	4%	10
COc1ccc(NC(=O)N2CCC(c3ccccc3)C2)c(OC)c1 (stereo not drawn)	-2%	7%	-4%	2%	0	8%	i	10%	4
CN1CCN(CCCNC(=O)Cn2ncc3c4ccccc4n(C)c3c2=O)CC1	7%	11%	0%	5%	3	4%	i	-4%	7	PMK inhibit pilot replicates=0.0;MK inhibit pilot replicates=5.0;DPM-DC inhibit pilot screen %=2.5
COc1ccc(OC)c(S(=O)(=O)Nc2ccccc2C(F)(F)F)c1	-1%	3%	0%	13%	4	1%	i	3%	9
CCOc1ncccc1C(=O)OCC(=O)Nc1ncc(C(F)(F)F)cc1Cl	4%	8%	2%	-11%	4	2%	i	-35%	5	PMK inhibit pilot replicates=2.0;MK inhibit pilot replicates=2.0;DPM-DC inhibit pilot screen %=0.0
COc1ccc(OC)c(NC(=O)c2nnn(CCc3ccccc3)c2N)c1	1%	16%	-4%	5%	0	5%	i	7%	11
